# Screening results as filed in PubChem BioAssay.
# Peg3 promoter: Peg3 promoter activity inhibition. HeLa PEG-Prom luciferase reporter, luminescence, overnight. inhibition, % at 20 µM. 360,000 tested, 1.7% active. AID 588405;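 active means inhibition of at least 50% at 20 µM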
# TRAIL sens C8: caspase-8 TRAIL sensitization | NB7+C8 cells + TRAIL, ATPlite viability luminescence | inhibition (viability loss, TRAIL sensitization), % at 10 µM | 360,000 tested, 1% active | AID 624354;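 active means compounds causing at least 50% loss of cell viability in the single-dose screen, relative to plate controls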
# NR2E3 ag-1: human photoreceptor-specific nuclear receptor agonism | Q9Y5X4 | CHO-S Gal4-NCOR/VP16-NR2E3 two-hybrid, luciferase | inhibition of corepressor binding, % at 3.98 µM | 360,000 tested, 0.35% active | AID 602229;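 active means inhibition above the mean of all tested compounds plus 3 SD, cut at about 70% in these data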;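 further: 0% = DMSO with NR2E3 transfected cells and 100% = cells lacking NR2E3 construct; higher means lower luciferase signal from less NR2E3 corepressor binding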
# Target sequence (Q9Y5X4 whole entry, looked up, the tested form may be a part): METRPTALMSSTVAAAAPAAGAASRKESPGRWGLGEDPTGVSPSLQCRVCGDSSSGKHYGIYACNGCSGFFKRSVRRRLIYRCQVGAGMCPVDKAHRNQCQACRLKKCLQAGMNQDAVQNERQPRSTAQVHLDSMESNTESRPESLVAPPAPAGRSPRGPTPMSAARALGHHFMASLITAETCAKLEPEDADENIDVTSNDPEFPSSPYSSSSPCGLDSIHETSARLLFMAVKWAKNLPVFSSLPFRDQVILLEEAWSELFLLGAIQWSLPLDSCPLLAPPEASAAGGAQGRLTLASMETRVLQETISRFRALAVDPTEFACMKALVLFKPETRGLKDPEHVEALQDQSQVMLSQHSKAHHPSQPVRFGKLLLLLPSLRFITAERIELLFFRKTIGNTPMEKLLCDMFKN
# MITF TRPM1 inh: inhibitors of MITF-driven TRPM1 promoter in melanoma cells; SK-MEL-5 TRPM1 promoter luciferase, 24 h; inhibition, % at 12.5 µM; 330,000 tested, 0.83% active;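 active means mean inhibition across replicates of 60% or more, whatever share of single replicates reaches that level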; further: values of inactives mirror those of a sister screen read the other way
# TROY NFkB inh: blocks TROY-dependent signaling in reporter cells; Q293 LMP1-TROYcd NF-kB luciferase reporter, 4 h; inhibition, % at 10 µM; 360,000 tested, 0.98% active;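 active means compounds whose plate-normalised and pattern-corrected inhibition of the luciferase reporter signal at the single screening dose is 50% or more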
# Shn3 3UTR inh: Schnurri-3 reporter inhibition in Clone20 osteoblasts; Clone20 osteoblast Shn3 3'UTR firefly luciferase, 24 h; inhibition, % at 12.5 µM; 360,000 tested, 0.52% active; AID 588674;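 active means mean inhibition of at least 75% with every replicate also reaching 75%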;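 further: 0% = median of neutral control wells and 100% = pilot-screen positive control compound; some compounds past the cut are filed as inactive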
# HIF-2a block: HIF-2a inhibition; inhibition, % at 18.8 µM; AID 624352; 786-0 RCC cells HIF-2a reporter, luciferase luminescence, overnight; 360,000 tested, 0.72% active;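 active means inhibition of the luminescence signal of 40% or more relative to plate controls, in a single-dose primary screen at 18.75 µM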
# NR2E3 ag-2: agonists of human nuclear receptor NR2E3; AID 2300; inhibition of corepressor binding, % at 4.78 µM; GST-NR2E3/biotin-RetCOR TR-FRET, 1536-well; 320,000 tested, 0.12% active;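 active means percent inhibition above the cutoff of mean plus 3 SD of all tested compounds, set per screening campaign, cut at about 20% in these data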;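 further: 0% = DMSO wells and 100% = biotin wells as full block of FRET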
#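 system = GST-tagged NR2E3 plus biotinylated RetCOR corepressor | input = 1.35 nM GST-NR2E3 | also added = 7 nM biotin-RetCOR | schedule = 5 h incubation at 4 °C | measured by = TR-FRET with europium anti-GST and streptavidin-D2, 340 nm excitation | read-out = percent loss of FRET ratio relative to control wells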
# CF NFkB inh: inhibitors of cystic fibrosis induced NF-kB. KKLEB NF-kB-GFP reporter, PAF-induced, GFP fluorescence overnight. inhibition, % at 5 µM. 360,000 tested, 0.86% active;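 active means at least 50% inhibition at 5 µM, scaled per plate between neutral and stimulator controls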;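 further: PAF is a Pseudomonas aeruginosa culture filtrate used as stimulus; plate controls were PAF-stimulated DMSO wells for no effect and unstimulated DMSO wells for full effect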
# TWEAK Fn14 block: inhibitors of TWEAK-Fn14 interaction signaling | TWEAK-stimulated Fn14 reporter cells, luciferase luminescence, 8 h | inhibition, % at 10 µM | 360,000 tested, 2% active | AID 1159606; in the data active means inhibition above about 50%
# KKLEB cytotox: counter-screen for CF NF-kB inhibitors: cytotoxicity | KKLEB CF airway cells viability, ATPlite luminescence, overnight; stronger effect = lower value; cells stimulated with P. aeruginosa culture filtrate | activity change (cytotoxicity), % at 5 µM | 360,000 tested, 0.36% active | AID 602141;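 active means corrected activity change at or below -50% at 5 µM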
# * = called active by the depositor; . = no result given. The list is partial; count on the stated rates, not on these rows.
SMILES,Peg3 promoter,TRAIL sens C8,NR2E3 ag-1,MITF TRPM1 inh,TROY NFkB inh,Shn3 3UTR inh,HIF-2a block,NR2E3 ag-2,CF NFkB inh,TWEAK Fn14 block,KKLEB cytotox
O=C(N/N=C/c1cccc(OCC(=O)N2CCCC2)c1)C(=O)Nc1ccccc1F,15.0,10.0,-4.0,0.1,5.6,11.7,10.1,4.8,-3.7,-11.3,12.6
O=C(Nc1nnc([C@@H]2C[C@H](O)[C@@H](CO)O2)s1)NC(c1ccccc1)c1ccccc1,1.6,1.6,10.2,.,13.5,-1.4,22.6,.,-0.6,16.7,4.2
COc1cccc(C(C(=O)NC2CCCC2)N(C(=O)c2ccco2)c2ccc(-n3cnnn3)c(C)c2)c1OC (stereo not drawn),-1.9,-5.7,8.9,-17.4,10.0,14.8,14.0,-6.3,3.4,-2.3,-0.3
COc1cccc(CN(CC(=O)NC2CCCC2)C(=O)Cn2nnc(-c3cccs3)n2)c1,-1.0,3.9,-16.6,2.3,-3.1,12.7,14.5,-1.9,6.3,9.9,3.5
COc1ccc(NC(=O)Cn2ncc(Cl)c(Cl)c2=O)cc1S(=O)(=O)N1CCOCC1,97.1*,9.2,-7.7,-5.1,-2.5,19.3,37.3,-0.4,54.6*,73.6*,-14.2
Cc1ccccc1NS(=O)(=O)c1ccc(C(=O)OCC(=O)NCC(C)C)cc1,7.0,11.0,-7.9,14.6,0.6,0.5,12.8,-1.4,0.1,7.9,-1.9
COCCNC(=O)c1ccc(N2CC3CC(C2)c2cccc(=O)n2C3)c(NC(=O)c2ccc(C(C)(C)C)cc2)c1 (stereo not drawn),10.2,1.1,-19.1,.,8.3,19.8,7.8,.,11.7,-4.3,0.0
Fc1cccc(Cn2cc(C(=S)N3CCOCC3)c3ccccc32)c1,23.1,-8.9,-1.3,-19.5,2.2,2.9,20.7,4.0,2.0,2.7,-12.3
COc1ccc(S(=O)(=O)NCCSCc2ccco2)cc1,14.8,-6.2,1.2,-1.1,.,-8.4,18.7,1.4,1.2,72.3*,8.9
CCCCCCSc1ccc(-c2nc3ccc(C)cn3c2NC2CCCCC2)cc1,26.5,23.8,21.1,3.9,-25.2,32.0,-2.2,-0.2,10.9,2.2,3.4
COC(=O)c1cc(OC)c(OC)cc1NC(=O)c1ccc(C)o1,12.5,-0.6,-42.3,-15.0,4.2,-0.4,-48.7,1.2,-40.0,-20.6,0.8
Cc1ccc(NC(=O)Nc2nnc(Cc3ccc([N+](=O)[O-])cc3)s2)cc1C,-56.7,-6.6,-67.8,-14.0,4.2,17.0,-58.3,-0.8,47.9,-24.8,-6.5
CCN1CCCc2cc(CN(CCN3CCOCC3)C(=S)Nc3ccc(C)cc3)ccc21,6.1,-1.5,-21.9,4.6,-19.4,-13.0,-6.3,-5.0,16.8,-10.7,-6.5
C=CCn1c(SCC(=O)Nc2ccc(N(C)C)cc2)nnc1-c1cccc(C)c1,-29.5,2.7,-25.4,11.9,-20.6,5.5,-43.9,1.1,-10.3,-16.1,-4.0
COCC(=O)Nc1nnc(COc2ccc(Cl)cc2)s1,-59.2,15.2,-4.1,-8.2,-43.4,-15.5,-85.8,-0.8,9.7,-7.5,-2.1
C1=CCC(/C=N/n2cnnc2)CC1 (stereo not drawn),-2.8,18.9,3.2,12.8,43.2,6.3,9.8,-1.9,10.1,-3.9,-2.0
COCCNC(=S)N/N=C(\C)c1ccc(Cl)c(Cl)c1Cl,9.2,2.5,-11.2,9.9,8.0,12.1,9.9,0.3,10.2,-11.7,-2.3
COc1ccc(C(=O)Nc2cc(C)c(NC(=O)c3ccccc3OC)cn2)cc1,-135.2,34.5,-21.4,-58.6,-14.5,-32.7,-198.1,1.3,-25.0,-8.2,-3.9
COCc1nc2ccccc2n1CCCOc1ccccc1,-1.6,-23.1,-26.0,-7.8,-7.1,-45.3,-14.4,1.6,-3.3,-9.1,6.8
CN(C)S(=O)(=O)N1CCC(Oc2ccc(C(=O)NC3CCOC(C)(C)C3)cc2)CC1 (stereo not drawn),-1.1,-13.0,0.5,6.1,3.6,15.6,12.6,-1.5,4.3,-8.4,1.7
Cc1ccc(S(=O)(=O)Nc2cc3c(C(=O)O)c(C)oc3c3ccccc23)c(C)c1,22.0,4.0,-64.8,22.2,20.0,9.0,15.6,4.3,-22.1,23.2,-3.3
CCC(C(=O)OCC(=O)Nc1ccc(C)c(S(=O)(=O)N2CCOCC2)c1)c1ccccc1 (stereo not drawn),2.8,0.0,-14.9,0.6,20.9,-5.9,3.8,0.4,3.6,-2.0,-3.9
CC1(C)CC(=O)C=C(c2ccc3ccccc3c2)C1,-63.1,5.8,18.0,-13.6,-36.6,-10.8,-161.9,-0.4,4.7,-37.5,-9.1
COc1cc(NS(=O)(=O)c2ccc(N/C=C(\C=O)c3nc4cc(Cl)ccc4o3)cc2)nc(OC)n1,1.6,-6.7,-10.5,14.3,20.1,-1.3,6.2,2.8,-7.0,-13.6,-8.8
COc1cc2c(cc1OC)CN(C(=O)c1ccc(N3CCCC3)c([N+](=O)[O-])c1)CC2,-5.7,11.5,-10.8,-5.8,26.3,13.0,-37.2,-2.0,6.5,-39.3,-1.8
N#C/C(=C\c1c(N2CCCCCC2)nc2ccccn2c1=O)C(=O)NCc1ccco1,2.5,13.7,3.0,0.2,-35.4,7.2,6.5,-0.3,6.0,-2.9,-1.5
O=C(NC1CCCC1)C(c1ccccc1)N(Cc1ccco1)C(=O)Cc1cccs1 (stereo not drawn),-12.1,8.1,-20.8,-0.6,-19.7,22.2,8.2,1.6,2.1,13.0,7.0
COc1ccc2c(c1)cc(C(=O)N[C@@H](CCSC)C(=O)N1CCC(C(=O)O)CC1)n2C,18.4,0.2,0.9,5.5,-14.1,5.4,-5.8,1.5,-2.7,17.5,3.8
CCCc1nc2sc3c(c2c(=O)n1NC(=O)CCCl)CCCC3,14.8,24.7,2.2,17.5,11.1,6.9,1.3,0.5,19.9,13.9,-10.2
CCOc1ccc(N2C(=O)CC(SCCN)C2=O)cc1 (stereo not drawn),-124.4,13.8,-77.2,-6.4,-21.1,9.5,-90.0,6.6,3.4,18.4,-10.0
COc1ccc(CCC(=O)Nc2cc(S(=O)(=O)N3CCOCC3)ccc2OC(C)C)cc1,16.1,1.4,-10.2,3.8,-15.1,-14.8,5.7,0.6,-4.0,-4.7,1.4
O=C(NC1CCCCC1)N1CCN(Cc2nc3ccccc3c(=O)[nH]2)CC1,9.6,-4.6,-8.9,1.0,-11.8,15.1,23.8,-1.4,11.5,-4.9,3.7
O=C(CCNC(=O)c1ccccc1Cl)OCC(=O)c1ccccc1,-0.7,1.2,18.6,-8.0,-35.5,3.2,18.8,-2.0,13.9,-9.8,-0.9
COc1cc(NC(=O)c2cccs2)c(OC)cc1NC(=O)c1cccs1,5.4,-7.1,-8.8,-5.3,-0.9,-14.6,9.6,-0.5,24.8,19.9,-12.2
CCn1c(=O)c(-c2ccccc2)c(O)c2ccccc21,19.5,9.2,4.6,10.2,-11.6,18.4,15.3,2.4,13.1,-3.5,-3.5
Cc1ccc(OCC(O)Cn2c(N3CCCCC3)nc3c2c(=O)[nH]c(=O)n3C)cc1C (stereo not drawn),20.7,0.1,-40.8,-5.1,10.7,4.1,6.1,1.2,17.7,-4.4,-1.6
CCOC(=O)c1cnn(-c2nc(-c3cccc(F)c3)cs2)c1C(F)(F)F,-56.3,-18.2,11.7,-1.6,-8.4,-16.4,-66.8,2.2,-25.7,1.0,20.0
C=CCN1CCN(c2ccncc2S(=O)(=O)N2CCN(C)CC2)CC1,19.2,-9.4,-9.2,.,-18.6,7.0,16.9,.,11.4,4.3,-4.5
COC(=O)c1ccccc1S(=O)(=O)Oc1ccc(-c2ccc(C(=O)O)cc2)cc1,17.3,-16.2,-9.6,-10.0,-24.1,-4.8,1.2,3.9,3.0,15.6,1.5
Cc1ccccc1N(CC(=O)NCC1CCCO1)C(=O)CNS(=O)(=O)c1ccc(F)cc1 (stereo not drawn),2.5,-6.4,-9.6,.,-39.4,-7.2,11.4,1.4,-19.7,-16.2,-0.3
COC(=O)c1ccc(-c2cc3onc(-c4ccccc4)c3c(=O)n2C)cc1,-32.3,-5.3,-28.0,-36.6,3.1,-74.2,-23.1,1.7,-11.5,-8.6,-3.6
COc1ccccc1C(CCN(Cc1ccccc1)C(C)=O)c1ccco1 (stereo not drawn),34.7,16.9,-34.0,18.4,12.6,10.3,13.0,1.0,14.7,17.9,-15.6
c1ccc(Oc2cccc(OCCCCSc3ncccn3)c2)cc1,-19.9,-5.9,-29.2,-2.0,-17.0,3.5,-52.0,0.9,-8.9,5.1,-3.9
COc1ccc(/C(O)=C2/C(=O)C(=O)N(CCN3CCOCC3)C2c2cccnc2)cc1OC (stereo not drawn),1.5,4.2,-1.8,15.8,11.5,-18.2,4.6,6.9,7.3,-15.0,-5.0
CNC(=O)c1ccccc1-c1ccccc1,4.7,19.1,-25.8,14.5,-3.6,-10.1,14.3,-1.2,9.3,-7.1,0.1
c1ccc(-n2c(-c3ccncc3)nnc2-c2ccco2)cc1,15.3,-0.6,-7.0,11.8,3.1,-44.2,19.3,-2.6,9.0,-4.4,-6.4
O=C(O/N=C1\C(=O)N(c2ccccc2)c2ccccc21)C1CC1,10.4,-1.8,-4.4,2.8,9.4,11.0,9.6,1.4,15.6,11.7,5.9
COc1cc(C(C)=O)ccc1OCC(=O)c1cc(C)n(C2CC2)c1C,-58.8,11.2,-17.3,-3.8,7.3,-3.6,-14.3,2.7,-0.2,20.4,-10.6
CC(C)[C@H](NC(=O)c1ccccc1)C(=O)OCC(=O)c1ccccc1F,-12.3,-3.5,-28.6,-1.2,-38.5,-1.3,-10.0,-0.1,10.8,-12.1,-10.1
Cc1nc2ccccc2c(=O)n1NC(=O)Cc1ccc(Br)cc1,11.0,1.9,-0.5,2.5,0.9,-28.4,8.5,2.9,-4.4,-9.7,-6.1
COc1ccc2c(c1OC)C(=O)N(c1nc(SC)n[nH]1)C2=O,5.7,-7.8,-5.6,4.0,-8.5,2.5,10.3,0.9,5.6,5.8,1.8
Cc1ccc(N(CC(=O)NCC2CCCO2)C(=O)CCC(=O)Nc2nccs2)cc1C (stereo not drawn),-10.4,-4.5,-9.0,-2.1,-8.9,-4.1,6.5,3.5,5.5,39.0,-11.5
O=c1[nH]c(SCCc2ccccc2)nc2c1CCC2,2.2,-1.0,-9.4,.,0.0,-10.2,-34.0,.,-5.2,-7.3,1.9

# 3 structures out of the list, arranged by count of non-hydrogen atoms, low to high.
SMILES,Peg3 promoter,TRAIL sens C8,NR2E3 ag-1,MITF TRPM1 inh,TROY NFkB inh,Shn3 3UTR inh,HIF-2a block,NR2E3 ag-2,CF NFkB inh,TWEAK Fn14 block,KKLEB cytotox
O=c1[nH]c(SCCc2ccccc2)nc2c1CCC2,2.2,-1.0,-9.4,.,0.0,-10.2,-34.0,.,-5.2,-7.3,1.9
COc1ccc2c(c1OC)C(=O)N(c1nc(SC)n[nH]1)C2=O,5.7,-7.8,-5.6,4.0,-8.5,2.5,10.3,0.9,5.6,5.8,1.8
CC(C)[C@H](NC(=O)c1ccccc1)C(=O)OCC(=O)c1ccccc1F,-12.3,-3.5,-28.6,-1.2,-38.5,-1.3,-10.0,-0.1,10.8,-12.1,-10.1
